Phagocytosis inh – blocks phagocytosis by macrophages; J774A.1 macrophage IgG-bead phagocytosis, imaging; AID 1029; 110,000 tested, 0.07% active; inhibition, % at 5 µM;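 active = inhibition above the mean of the plate negative controls plus 5 SD, cut at about 13% in these data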;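 note: phagocytic index as fraction of beads internalized from green versus red external bead signal; plate controls were DMSO negative control for no effect and cytochalasin-D positive control for full effect; some results beyond the cut were filed as inactive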
GALR2 antag – antagonists of human galanin receptor 2 (GALR2); O43603; GALR2-expressing cells, antagonist mode; inhibition, % at 4 µM; 140,000 tested, 0.39% active; AID 828; in the data active = inhibition above about 27%;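 note: cells stimulated with galanin 1-16 at roughly its EC80; 0% = agonist challenge control and 100% = basal control without agonist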
Target sequence (O43603 whole entry, looked up): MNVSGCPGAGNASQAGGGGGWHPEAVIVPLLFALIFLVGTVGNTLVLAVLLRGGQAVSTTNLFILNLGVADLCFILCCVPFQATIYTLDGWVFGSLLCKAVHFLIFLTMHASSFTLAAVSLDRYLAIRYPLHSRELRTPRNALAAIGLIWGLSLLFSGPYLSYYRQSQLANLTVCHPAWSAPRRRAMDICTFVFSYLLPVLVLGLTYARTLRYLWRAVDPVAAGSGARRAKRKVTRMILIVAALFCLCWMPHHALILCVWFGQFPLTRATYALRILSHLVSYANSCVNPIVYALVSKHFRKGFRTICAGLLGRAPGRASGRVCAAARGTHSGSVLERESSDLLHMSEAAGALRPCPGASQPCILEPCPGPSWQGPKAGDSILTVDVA
NPY Y2 blocker – antagonists of human neuropeptide Y receptor Y2; 140,000 tested, 0.99% active; NPY-Y2 expressing cells, antagonist mode; inhibition, % at 2.7 µM; P49146; in the data active = inhibition above about 17%;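 note: 0% = vehicle with agonist challenge and 100% = reference antagonist with challenge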
Yeast lifespan up – extends the lifespan of yeast; 130,000 tested, 0.68% active; inhibition of the nicotinamide effect, % at 10 µM; S. cerevisiae growth with nicotinamide, OD615; deaD strain in restrictive glucose medium;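 active = inhibition above a set limit, placed 3 SD over the median of all compounds, cut at about 26% in these data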;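 note: 0% = nicotinamide-treated wells and 100% = cells grown without nicotinamide; some compounds called inactive have numbers as strong as hits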
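Assay system: engineered S. cerevisiae DeaD replicative-lifespan strain, galactose-grown log-phase cells; Buffer or medium: CSMM-D glucose medium, restrictive; Probe or stimulus: nicotinamide 1.5 mM; Compound: single dose 10 µM compound, 0.25% DMSO; Schedule: 4 h preincubation then 48 h treatment at 30 °C; Technique: OD615 measurement.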
HCT116 bCat-KO – beta-catenin-lacking colon tumor cell growth suppression; HCT116 beta-catenin knockout viability, CellTiter-Glo, 60 h; active compounds read low; viability, % at 10 µM; 140,000 tested, 1.5% active; AID 818;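 active = viability at or under a set limit, the compound median less 4 SD, cut at about 6% in these data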;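 note: 0% = Hyamine 1622 control at 20 µM and 100% = untreated cell control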
Measles CPE – protection of cells from measles virus; Measles virus-infected cells, CPE protection, absorbance; protection (pct of control), % at 4 µM; 140,000 tested, 1.5% active; AID 841; in the data active = protection mostly above about 24%, no sharp cut-off; inactive = mostly below about 26%; note: some compounds called inactive have numbers as strong as hits
PTEN del growth – PTEN-deleted cell growth suppression. HCT116 PTEN-null viability, CellTiter-Glo, 60 h; active compounds read low. viability, % at 10 µM. 140,000 tested, 1.2% active. AID 827;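 active = viability at or below a set limit, 4 SD under the median of all tested compounds, cut at about 3.7% in these data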;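 note: PTEN knockout HCT116 line with beta catenin targeted HCT116 as companion control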
E-sel TNF inh – TNF alpha driven E-selectin expression inhibition. AID 1246. inhibition, % at 2 µM. HUVEC TNFa-induced E-selectin immunofluorescence, high content. 120,000 tested, 0.71% active;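 active = inhibition above the batch mean plus 3 SD, and confirmed as a hit on visual image review, cut at about 43% in these data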;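 note: 0% = TNF-stimulated DMSO wells and 100% = unstimulated control wells; not every result past the cut was called active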
MRP1 act – activates MRP-1; viability increase, % at 10 µM; H69AR cells + doxorubicin, viability rescue, CellTiter-Glo; 140,000 tested, 0.61% active;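 active = viability gain under doxorubicin at or above a set limit, the compound median plus 3 SD, cut at about 4.7% in these data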;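 note: MRP-1 overexpressing cells given doxorubicin 25 µM after compound pretreatment; 18-22 h compound pretreatment then 72 h with doxorubicin before readout; 0% = doxorubicin-only wells and 100% = vehicle-treated cells without doxorubicin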
BB579 growth dn – reduces growth of yeast BB579 in restrictive medium. S. cerevisiae BB579 growth, OD615, 48 h. inhibition, % at 10 µM. 140,000 tested, 0.51% active;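 active = inhibition above a set limit, 3 SD over the mean compound inhibition, cut at about 44% in these data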; note: inactives centre near -24
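System: DeaD yeast strain BB579; buffer or medium: CSMM-D dextrose restrictive medium; technique: OD at 615 nm; schedule: 4 h cell preincubation, 48 h compound exposure, 30 °C humidified; doses: single 10 µM dose; controls: amphotericin B 10 µg/mL, positive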
The depositor's hits bear a star; · = not tested or not shown.

Fields – Phagocytosis inh	GALR2 antag	NPY Y2 blocker	Yeast lifespan up	HCT116 bCat-KO	Measles CPE	PTEN del growth	E-sel TNF inh	MRP1 act	BB579 growth dn
COc1cccc(C(C2=C(O)CC(C)(C)CC2=O)C2C(=O)CC(C)(C)CC2=O)c1 (configuration not stated)
→ -4	-11	3	22	95	20	97	·	-2.6	-32
Nc1c(C(=O)Nc2ccccc2F)sc2nc(Cc3ccccc3)cc(C(F)(F)F)c12
→ 0	-7	1	-3	93	21	94	22	-0.4	-54
O=C(CSc1nc2ccccc2c(=O)[nH]1)NCc1ccc(Cl)cc1
→ -2	-8	0	-13	90	6	84	-7	-1.3	-42
Cc1c(Cl)cccc1NC(=O)CCN1CCCCC1
→ -5	-11	0	-3	100	20	90	-2	-2.9	23
O=c1c2ccccc2cnn1Cc1n[nH]c(=S)n1-c1ccccc1
→ -5	-13	1	8	99	6	97	·	-1.4	-36
Cc1noc(C)c1CSc1nc2ccccc2n1CCc1ccccc1
→ 0	3	2	-6	79	4	66	·	-3.0	-30
COc1ccc(NC(=S)N2CCN(c3ccccn3)CC2)cc1
→ -7	5	0	3	96	37	104	·	-0.5	-27
N#C/C(=C\c1ccc(-c2ccccc2[N+](=O)[O-])o1)C(=O)Nc1nc(-c2cccs2)cs1
→ 4	2	6	-1	80	6	88	7	1.7	-44
CCCCn1c(SCC(=O)Nc2ccc3c(c2)CCC3)nc2ccccc2c1=O
→ -7	3	7	0	87	6	80	-17	-2.3	-32
COc1cc(S(=O)(=O)n2ccc(C)n2)c(OC)cc1Cl
→ ·	2	3	2	104	5	98	9	-0.4	-76
CCOC(=O)Cn1c(C(C)=O)nc2ccccc21
→ ·	-1	1	-4	101	9	97	13	0.0	-38
COc1ccccc1Nc1ccc(S(=O)(=O)N2CCCCC2)cc1[N+](=O)[O-]
→ ·	-5	-2	-3	76	6	69	-25	-2.2	-35
CCN(CC)C(=O)c1ccc2c(=O)n(CCOC)c(=S)[nH]c2c1
→ 0	-4	3	-11	103	5	108	7	1.7	-19
COc1ccc(NCc2nnc(SCC(=O)Nc3cc(C(F)(F)F)ccc3Cl)o2)cc1
→ 2	-7	2	-6	92	14	94	20	-4.5	-23
COc1ccc2[nH]c(=O)c(CN(CCCN(C)C)C(=O)Nc3ccccc3)cc2c1
→ 0	-1	2	-16	62	3	57	·	-3.5	-29
O=C(CCc1ccc(S(=O)(=O)N2CCOCC2)cc1)N/N=C/c1ccc(O)c(O)c1O
→ -5	11	1	3	97	4	105	·	0.4	-19
O=C(NC1CCCC1)C(c1ccsc1)N(Cc1ccccc1)C(=O)Cc1cccs1 (configuration not stated)
→ ·	0	33*	-18	78	63*	68	5	-3.9	-20
COc1cccc(C(=O)Nc2cccc(-c3nnc(-c4ccco4)o3)c2)c1
→ 1	-7	4	-13	5.0*	14	7	-9	1.0	-36
Cc1cc2c(c(=O)n1Cc1ccccn1)C(c1ccc3c(c1)OCO3)C(C#N)=C(N)O2 (configuration not stated)
→ -2	9	-2	-12	109	4	105	11	-2.9	-10
COc1cccc(C(=O)NC2CC3CCCC(C2)N3CC(=O)Nc2ccc(N(C)C)cc2)c1 (configuration not stated)
→ ·	14	-1	0	90	11	92	-1	-0.6	-23

Entries of single compounds from above. Values in the order: Phagocytosis inh	GALR2 antag	NPY Y2 blocker	Yeast lifespan up	HCT116 bCat-KO	Measles CPE	PTEN del growth	E-sel TNF inh	MRP1 act	BB579 growth dn
O=C(CSc1nc2ccccc2c(=O)[nH]1)NCc1ccc(Cl)cc1 reads -2	-8	0	-13	90	6	84	-7	-1.3	-42
Cc1c(Cl)cccc1NC(=O)CCN1CCCCC1 reads -5	-11	0	-3	100	20	90	-2	-2.9	23
COc1ccc(NC(=S)N2CCN(c3ccccn3)CC2)cc1 reads -7	5	0	3	96	37	104	·	-0.5	-27

Some of these compounds in order of their number in GALR2 antag, rising:
| compound | Phagocytosis inh | GALR2 antag | NPY Y2 blocker | Yeast lifespan up | Measles CPE | E-sel TNF inh | BB579 growth dn |
| --- | --- | --- | --- | --- | --- | --- | --- |
| O=C(CSc1nc2ccccc2c(=O)[nH]1)NCc1ccc(Cl)cc1 | -2 | -8 | 0 | -13 | 6 | -7 | -42 |
| COc1cccc(C(=O)Nc2cccc(-c3nnc(-c4ccco4)o3)c2)c1 | 1 | -7 | 4 | -13 | 14 | -9 | -36 |
| O=C(NC1CCCC1)C(c1ccsc1)N(Cc1ccccc1)C(=O)Cc1cccs1 (configuration not stated) | · | 0 | 33* | -18 | 63* | 5 | -20 |

Carrying on:
Fields – Phagocytosis inh	GALR2 antag	NPY Y2 blocker	Yeast lifespan up	HCT116 bCat-KO	Measles CPE	PTEN del growth	E-sel TNF inh	MRP1 act	BB579 growth dn
CCCCCn1cnc2sc(-c3ccccc3)cc2c1=O
→ ·	-4	2	-23	94	5	89	16	0.9	-6
COc1ccc([C@@H]2C(C#N)=C(N)S[C@@H](c3ccccc3)[C@@H]2[N+](=O)[O-])cc1
→ -3	2	-1	-1	95	3	83	·	-0.1	-36
COc1cccc(-c2nnc(SCc3cccnc3)o2)c1
→ 0	19	4	-8	100	22	99	-17	-2.6	-18
CN(c1ccc(C(=O)NCc2ccco2)cc1)S(C)(=O)=O
→ ·	8	6	18	102	32	95	11	-1.2	-5
CCC(C)NC(=O)Nc1ccccc1F (configuration not stated)
→ 1	-4	0	6	98	10	100	-21	0.5	-42

Outcome played no part in choosing rows; any-hit rate near 6.1%.
